EP2 modulator: modulators of human EP2 prostaglandin E2 receptor; P43116; EP2-expressing cells, cAMP HTRF FRET, PGE2 co-stimulation; induction, % at 25 µM; hit rate 0.83% among 260,000; AID 940;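 active = compounds whose cAMP rise, as percent of the full-agonist control response, exceeds 60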;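 note: rat C6 glioma line stably carrying human EP2 under a CMV promoter; the protocol text gives 20 µM as final concentration; 100% = response of wells given 1 µM PGE2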
S1P4 agonist: activates the human S1P4 receptor. S1P4-expressing cell line, agonist reporter assay. hit rate 0.35% among 220,000. activation, % at 4.98 µM. AID 1509. O95977; in the data active = activation above about 11%;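 note: 0% = DMSO vehicle and 100% = reference agonist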
Target sequence (O95977 whole entry, looked up): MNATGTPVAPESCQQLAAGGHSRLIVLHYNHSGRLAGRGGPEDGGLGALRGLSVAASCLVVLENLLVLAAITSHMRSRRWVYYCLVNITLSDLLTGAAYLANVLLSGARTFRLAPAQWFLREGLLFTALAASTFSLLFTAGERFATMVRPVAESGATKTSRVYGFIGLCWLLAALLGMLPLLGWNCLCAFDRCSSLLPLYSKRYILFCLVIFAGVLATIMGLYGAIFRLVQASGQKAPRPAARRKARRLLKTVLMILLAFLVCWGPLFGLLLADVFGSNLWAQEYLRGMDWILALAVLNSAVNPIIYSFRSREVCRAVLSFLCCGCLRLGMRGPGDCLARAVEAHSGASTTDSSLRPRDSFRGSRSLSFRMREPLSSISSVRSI
zfTRPN1 agonist: activates the zebrafish TRPN1 channel. hit rate 0.18% among 220,000. AID 1424. HEK293 zebrafish TRPN1-YFP, Fluo-8 calcium fluorescence; 100% = response to 87 µM carbachol. activation, % at 3 µM;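 active = activation above its plate's cutoff, the mean activation of test wells on that plate plus 3 SD, cut at about 19% in these data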;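 note: 0% = DMSO alone and 100% = 87 µM carbachol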
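Assay system: Zebrafish TRPN1-YFP in HEK293 cells | Incubation: Dye loading 1 h at 37 °C, then 30 min room temperature | Measured by: Kinetic Fluo-8 fluorescence, ex 470-495, em 515-575 nm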
S1P4 antag: blocks the human S1P4 receptor; S1P4-expressing cells, antagonist mode, reporter read-out; hit rate 0.26% among 220,000; inhibition, % at 4.98 µM; in the data active = inhibition above about 29%;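 note: 0% = wells stimulated with agonist and 100% = vehicle wells without agonist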
CHOP inhibitor: inhibitors of CHOP induction in ER stress response; inhibition, % at 10 µM; CHO-K1 CHOP-promoter luciferase, tunicamycin-induced, 15-18 h; AID 2732; hit rate 3.8% among 220,000;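 active = compounds that reduced the stress-induced luciferase reporter signal by more than about 70% of percent inhibition, limit read from the data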;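 note: 0% = tunicamycin plus vehicle and 100% = wells without tunicamycin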
NPY-Y1 antag: antagonists of human neuropeptide Y receptor Y1 | P25929 | HEK293-CNG Y1 cells, membrane potential fluorescence; NPY at EC95, then isoproterenol | inhibition, % at 3.6 µM | hit rate 1% among 200,000;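 active = inhibition above the campaign mean inhibition of all tested compounds plus 3 SD, cut at about 20% in these data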;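 note: 0% = DMSO wells given NPY plus isoproterenol and 100% = isoproterenol alone without NPY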
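Test system – HEK293 Y1/CNG channel cell line · Also added – NPY agonist 25 nM, then isoproterenol 1 µM plus Ro 20-1724 25 µM · Compound dosing – one concentration, 3.6 µM, in 0.4% DMSO · Schedule – compound incubation 1 h at room temperature, readout 45 min post-stimulation · Technique – fluorescence, membrane potential probe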
NPY-Y2 PAM-ag: potentiates or activates human NPY-Y2 receptor; activation, % at 3.6 µM; cells expressing NPY-Y2, potentiator/agonist read-out; P49146; AID 1359; hit rate 0.45% among 220,000; in the data active = activation above about 27%;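 note: cells stimulated with NPY near EC25 plus isoproterenol at EC100; 0% = vehicle plus submaximal agonist and 100% = vehicle plus saturating agonist; some results beyond the cut were filed as inactive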
TRPML3 agonist: human mucolipin-3 channel agonism; activation, % at 3 µM; hit rate 0.29% among 220,000; HEK293 TRPML3-YFP, Fluo-8 calcium fluorescence; 100% = the carbachol control signal; Q8TDD5;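 active = activation above its plate's cutoff, the mean activation of the plate's test wells plus 3 SD, cut at about 12% in these data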;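 note: 0% = DMSO only wells and 100% = carbachol wells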
Target sequence (Q8TDD5 whole entry, looked up): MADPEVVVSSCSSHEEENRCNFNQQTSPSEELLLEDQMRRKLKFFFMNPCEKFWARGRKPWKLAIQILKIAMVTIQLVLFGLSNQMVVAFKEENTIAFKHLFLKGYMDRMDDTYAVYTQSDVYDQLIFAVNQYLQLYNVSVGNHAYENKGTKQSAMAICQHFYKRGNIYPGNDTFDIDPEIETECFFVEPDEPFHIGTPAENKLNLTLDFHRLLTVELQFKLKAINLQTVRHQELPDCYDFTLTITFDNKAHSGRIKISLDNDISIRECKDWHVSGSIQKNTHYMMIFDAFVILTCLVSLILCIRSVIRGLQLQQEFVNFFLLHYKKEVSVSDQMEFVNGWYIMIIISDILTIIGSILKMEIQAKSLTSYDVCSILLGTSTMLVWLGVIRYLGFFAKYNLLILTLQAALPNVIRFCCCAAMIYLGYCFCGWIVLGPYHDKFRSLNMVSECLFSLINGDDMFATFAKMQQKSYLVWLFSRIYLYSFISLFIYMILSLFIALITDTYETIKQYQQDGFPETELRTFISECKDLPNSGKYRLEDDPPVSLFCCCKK
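Test system – HEK293 line with stable expression of human TRPML3-YFP channel · Control set – carbachol 87 µM final as high control (100%), DMSO as low control (0%) · Signal – Fluo-8 calcium dye fluorescence, ex 470-495, em 515-575 nm · Incubation – 1-h 37 °C dye load, 5-s basal, 120-s post-compound reads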
NPY-Y1 PAM-ag: human NPY-Y1 potentiation or agonism, primary screen. hit rate 0.37% among 220,000. AID 1304. P25929. NPY-Y1 expressing cells, potentiator/agonist activation. activation, % at 3.6 µM; in the data active = activation above about 33%, passing the limit was not always enough;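 note: cells stimulated with NPY at EC10 then isoproterenol at EC100; 0% = low agonist plus stimulus and 100% = saturating agonist plus stimulus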
* marks the source's active call; other numbers are inactive results; . = no result given.

SMILES | EP2 modulator | S1P4 agonist | zfTRPN1 agonist | S1P4 antag | CHOP inhibitor | NPY-Y1 antag | NPY-Y2 PAM-ag | TRPML3 agonist | NPY-Y1 PAM-ag
Cc1cccc2sc(NC(=O)C3=NN(c4ccccc4)C(=O)CC3)nc12 | -11 | 0.2 | 1.1 | -19 | 11 | -1 | 6 | 0.8 | 12
Cc1nnc(SCC(=O)Nc2c(C)n(C)n(-c3ccccc3)c2=O)n1Cc1ccccc1 | 16 | 1.9 | -0.7 | -16 | 1 | 0 | 4 | 1.2 | -15
CC(C)(C)NC(=O)NC(=O)COC(=O)CNS(=O)(=O)c1ccc(Br)cc1Cl | -16 | 1.1 | 1.9 | -13 | 23 | 2 | -11 | 2.8 | -12
Nc1nc(=S)[nH]c2c1C1(CCCCC1)Cc1ccccc1-2 | 19 | 0.0 | -0.3 | 4 | 5 | 4 | 20 | -0.1 | 24
CC(=O)C1=C(O)C(=O)N(Cc2ccccc2)C1c1ccccc1F (configuration not stated) | 21 | -1.3 | 0.4 | 0 | 17 | 2 | -3 | 0.2 | -3
O=C(COc1cc(Cl)ccc1Cl)Nc1ccc2c(c1)CCC2 | 31 | 3.5 | -0.7 | 4 | 8 | 1 | 1 | 0.5 | 8
COC(=O)c1ccc(CSc2nnc(NC(=O)C3CC(=O)N(c4ccc5c(c4)OCCO5)C3)s2)cc1 (configuration not stated) | -8 | -1.6 | 0.1 | 3 | 13 | 9 | -11 | 0.7 | -27
COc1ccc(OCC(=O)NNC(=O)c2cccc(C)c2)cc1 | 13 | -2.2 | 0.4 | 3 | -7 | -1 | 5 | 0.6 | 10
Cn1c(=O)n(C)c2cc([N+](=O)[O-])c(N3CCN(S(=O)(=O)c4ccc5ccccc5c4)CC3)cc21 | -12 | 0.9 | 0.2 | 9 | -2 | -4 | 4 | 0.6 | -17
c1coc(C2=Nc3cccc4cccc(c34)N2)c1 | -70 | -0.3 | 2.1 | 4 | 24 | 1 | -9 | 0.1 | 2
Cc1ccc(C)c(N2CN(Cc3cccnc3)CNC2=S)c1 | 15 | 0.0 | -0.7 | 7 | 17 | 2 | -1 | 0.9 | 6
NS(=O)(=O)c1ccc(N2N=C(c3ccc(Br)cc3)CC2c2ccc(F)cc2)cc1 (configuration not stated) | 41 | 24* | 0.7 | -23 | 63 | 7 | 0 | -0.4 | -11
COc1ccc(C(=O)N(Cc2ccco2)Cc2cc3cc(C)ccc3[nH]c2=O)cc1OC | . | -0.2 | -0.5 | -11 | . | 2 | -8 | -0.8 | -1
O=C(c1ccc(Cl)c(Cl)c1)N1CCC(=O)N(C(COCc2ccc(Cl)cc2)Cc2ccccc2)CC1 (configuration not stated) | 4 | 1.8 | 1.0 | 5 | 24 | 11 | -1 | 0.2 | -7
COc1ccccc1C(c1nnnn1CS(=O)(=O)c1ccc(C)cc1)N1CCSCC1 (configuration not stated) | 14 | 0.5 | -0.3 | -4 | -16 | 10 | -3 | -0.5 | -3
Cc1ccc(C(=O)Oc2oc(-c3ccco3)nc2C=Nc2ccccc2)cc1 | -54 | 1.2 | -0.7 | 0 | 102* | 3 | -5 | 0.1 | 14
O=C1[C@@H]2C(Cc3ccc(O)cc3)NC3(C(=O)Nc4ccc(F)cc43)[C@@H]2C(=O)N1c1ccc(F)cc1 (some centres not stated) | -2 | -2.6 | 0.0 | -1 | 28 | -5 | 13 | -0.1 | 27
c1ccc2c(N3CCCCC3)nc(N3CCCCC3)nc2c1 | -56 | 1.1 | 0.0 | -4 | 8 | 0 | -16 | 0.4 | -7
Cn1c(=O)c2cc(S(=O)(=O)Nc3cc(C(=O)O)cc(C(=O)O)c3)ccc2n(C)c1=O | 18 | -0.9 | -0.1 | 0 | 6 | -1 | -1 | 0.7 | -6
CCc1nnc(NC(=O)CN2CCOCC2)s1 | 13 | 0.5 | 0.6 | 14 | -3 | -4 | 0 | 1.2 | 4
O=C(Nc1nc(-c2ccc3c(c2)OCCO3)cs1)c1ccc(S(=O)(=O)N2CCCCC2)cc1 | -29 | 2.0 | -0.5 | -23 | . | -7 | -19 | -0.2 | -13
COc1ccc(C2=NN(S(=O)(=O)c3ccccc3)C(c3ccccc3)C2)cc1 (configuration not stated) | 40 | 0.3 | 2.1 | -2 | -9 | . | -1 | 0.4 | 5
Cc1cc(=O)oc(C)c1C(=O)NCc1ccccn1 | 14 | -0.1 | 0.5 | -10 | -3 | -8 | 5 | 0.7 | 0
Cc1ccccc1-n1c2nc(=O)n(C)c(=O)c-2cc2ccccc21 | 53 | 2.9 | 1.2 | 10 | 9 | . | -13 | 0.7 | -1
C=CCN(c1ccccc1Cl)S(=O)(=O)c1cc(C(=O)N2CCCC2)ccc1Cl | 7 | -3.7 | -3.0 | -15 | 4 | . | -45 | -1.4 | 8

Four entries drawn at random from the list so far:
SMILES | EP2 modulator | S1P4 agonist | zfTRPN1 agonist | S1P4 antag | CHOP inhibitor | NPY-Y1 antag | NPY-Y2 PAM-ag | TRPML3 agonist | NPY-Y1 PAM-ag
c1ccc2c(N3CCCCC3)nc(N3CCCCC3)nc2c1 | -56 | 1.1 | 0.0 | -4 | 8 | 0 | -16 | 0.4 | -7
COc1ccccc1C(c1nnnn1CS(=O)(=O)c1ccc(C)cc1)N1CCSCC1 (configuration not stated) | 14 | 0.5 | -0.3 | -4 | -16 | 10 | -3 | -0.5 | -3
Cc1nnc(SCC(=O)Nc2c(C)n(C)n(-c3ccccc3)c2=O)n1Cc1ccccc1 | 16 | 1.9 | -0.7 | -16 | 1 | 0 | 4 | 1.2 | -15
CCc1nnc(NC(=O)CN2CCOCC2)s1 | 13 | 0.5 | 0.6 | 14 | -3 | -4 | 0 | 1.2 | 4

Further structures follow:
SMILES | EP2 modulator | S1P4 agonist | zfTRPN1 agonist | S1P4 antag | CHOP inhibitor | NPY-Y1 antag | NPY-Y2 PAM-ag | TRPML3 agonist | NPY-Y1 PAM-ag
Cc1[nH]c2ccccc2c(=O)c1SC(F)(F)C(F)C(F)(F)F (configuration not stated) | -11 | 0.1 | 0.7 | -29 | 10 | -6 | 7 | 0.7 | 15
O=[N+]([O-])c1ccc2nc(-[n+]3c(-c4ccccc4)cc(-c4ccccc4)cc3-c3ccccc3)[nH]c2c1 | 23 | -0.5 | 0.8 | -9 | -40 | 9 | -1 | 0.1 | -18
C=CCn1c(SCC(=O)Nc2nc3ccccc3s2)nnc1-c1ccccc1O | -24 | 0.7 | 3.8 | -13 | 17 | -13 | 7 | 2.2 | 20
CN(Cc1ccccc1)C(=O)COC(=O)c1ccc(S(=O)(=O)N(C)C)cc1 | -17 | 1.3 | -0.3 | 1 | 0 | -4 | 13 | 0.4 | 14
COCC(=O)N1CCN(c2cccc(Cl)c2)CC1 | -2 | 0.5 | 0.4 | -12 | 1 | -2 | 17 | 0.9 | 7
COc1ccc(C(C(=O)OC(C)CN(C)C)c2ccccc2)cc1 (configuration not stated) | 56 | 0.7 | 1.6 | 5 | 2 | 12 | 2 | 1.4 | -25
C/C(CC(=O)Nc1cc(C)ccn1)=N\NC(=O)C(=O)NC(C)C | -3 | -2.6 | 0.0 | -2 | 1 | -1 | 3 | -0.3 | 10
CCCCN(CC)S(=O)(=O)c1ccc(C(=O)Nc2nnc(CSC)o2)cc1 | -14 | 2.9 | -0.6 | -17 | . | 1 | -33 | -0.9 | 2
Cc1cn2nc(N)c3ccccc3c2n1 | 36 | 1.2 | 0.8 | -26 | 6 | -3 | 4 | 1.3 | -1
CCOc1ccc(C2C([N+](=O)[O-])=C(C)N(C)C(=O)N2C)cc1OC (configuration not stated) | 2 | 2.1 | 2.2 | 12 | -3 | 6 | 2 | 0.9 | -4
Cc1nnc(NC(=O)CCN2C(=O)/C(=C\c3ccccc3)SC2=S)s1 | 2 | -0.7 | -1.8 | -8 | 3 | . | 2 | 1.4 | -20
COC(=O)c1ccc2c(=O)n(-c3ccccc3)c(SCN3C(=O)c4ccccc4C3=O)nc2c1 | -2 | -0.1 | 2.2 | -30 | -22 | 2 | 2 | 1.5 | -11
CCN(c1ccccc1)S(=O)(=O)c1ccc(C(=O)NCC(c2cccs2)N(C)C)cc1 (configuration not stated) | -40 | 1.1 | 5.4 | 13 | 23 | -2 | -9 | 2.7 | 8
O=C(CSc1nc2ccccc2[nH]1)Nc1c(F)c(F)c(F)c(F)c1F | -21 | 0.2 | -1.1 | -3 | 27 | 8 | -8 | 0.1 | -11
CN(CC(=O)Nn1cnnc1)S(=O)(=O)c1ccc(Br)cc1 | 35 | -0.7 | 0.1 | -12 | -9 | -1 | -20 | 0.6 | 3
CCOc1ccc(/C(O)=C2/C(=O)C(=O)N(c3ncccn3)C2c2ccccc2)cc1 (configuration not stated) | 30 | 1.4 | 0.5 | 16 | -20 | 0 | 8 | 0.6 | -16
COc1ccccc1/C=C/C=N/NC(=O)c1ccc2nc[nH]c2c1 | -59 | -1.3 | 1.1 | 14 | 1 | 3 | -11 | 1.1 | -2
Fc1ccccc1CSc1nc2ncc(Br)cc2[nH]1 | -18 | 4.0 | -2.2 | -5 | -25 | 1 | -12 | -0.7 | 3
Cc1cc(C)n(C(=O)/C=C/c2cccs2)n1 | 3 | -0.1 | 0.8 | 9 | 8 | . | -22 | 0.1 | 9
CCNC(=O)CON=C1c2ccccc2-c2ccccc21 | 10 | -0.1 | -0.2 | -10 | 17 | 4 | 1 | -0.1 | -5
CCOc1ccc(NC(=O)CN(C)CC(=O)NC2CCCc3ccccc32)cc1OCC (configuration not stated) | -2 | 1.7 | -0.5 | -7 | 5 | 4 | 3 | -1.4 | -41
C/C(=N\NC(=S)NCc1ccccc1)c1ccccc1 | 22 | 0.1 | -2.2 | 2 | 44 | 3 | -13 | -0.8 | -9
CC(C)(C)n1nnnc1C(c1ccc(C(F)(F)F)cc1)N(Cc1ccc(F)cc1)Cc1ccco1 (configuration not stated) | 11 | 2.4 | -0.4 | 0 | 82* | 32* | -31 | 0.2 | -8
COc1ccc(/C=N/c2oc(-c3ccccc3)cc2C#N)cc1OC | 5 | -2.3 | -1.6 | -6 | 20 | 2 | -2 | -0.3 | -8
O=C(N/N=C1/CCS(=O)(=O)c2ccc(F)cc21)c1cccnc1 | 9 | 1.5 | 1.1 | -5 | 3 | 1 | -4 | 0.6 | -15
CC[C@H](C)[C@@H]1NC(=O)c2cc([N+](=O)[O-])cc(F)c2OCC[C@@H](C(N)=O)NC(=O)[C@H](CCCCN)NC1=O | 50 | 0.6 | 0.4 | 1 | 14 | 5 | -1 | 0.3 | 6
COc1ccccc1CN1CCNC(=O)C1CC(=O)NCCc1cnccn1 (configuration not stated) | 8 | 1.1 | -0.1 | -18 | 8 | 3 | 14 | 0.5 | 0
COc1ccc(/C=N\NC(=S)SCN2C(=O)C3CCC(C)(C2=O)C3(C)C)cc1 (configuration not stated) | 3 | 0.5 | -0.7 | 12 | 35 | 1 | 8 | 39* | -24
Nc1cc(=O)nc(SCC(=O)NCc2ccccc2)n1CCc1ccccc1 | -5 | -2.9 | -1.0 | 5 | -13 | -3 | -3 | -0.2 | -10
COc1ccc(Cc2nn3c(-c4cc(OC)c(OC)c(OC)c4)nnc3s2)cc1 | 39 | 0.3 | 0.6 | -11 | 10 | 5 | -32 | -0.3 | -40

Outcome played no part in choosing rows, and some 6.5% of all compounds hit somewhere here.
